Screening results (PubChem BioAssay)
Bcl-B Bim block: inhibitors of Bim-Bcl-B binding, primary screen, biochemical, multiplexed, human Bcl-2 family | Bcl-2-like protein 10 (Homo sapiens), Q9HD36 | bead-based flow cytometry, Bim peptide-Bcl-B binding | inhibition, % at 10 µM | 190,000 compounds, 0.073% hits | AID 951, 2007;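 note: 0% = tracer peptide without compound and 100% = reference inhibitor peptide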
Target sequence (Q9HD36 whole entry, looked up): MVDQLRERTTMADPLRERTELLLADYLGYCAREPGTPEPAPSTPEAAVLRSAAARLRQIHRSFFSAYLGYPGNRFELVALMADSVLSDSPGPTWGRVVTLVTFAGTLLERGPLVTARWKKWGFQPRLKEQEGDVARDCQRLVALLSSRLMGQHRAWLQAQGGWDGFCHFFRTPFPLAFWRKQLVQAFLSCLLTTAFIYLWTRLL
Bim-Bcl-W: inhibitors of Bim binding to Bcl-W, primary screen, biochemical, multiplexed, bead-based flow cytometry. Bcl-2-like protein 2 (Homo sapiens), Q92843. Bim peptide-Bcl-W binding. inhibition, % at 10 µM. 190,000 compounds, 0.02% hits;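 note: 0% = bound tracer without compound and 100% = peptide blocker; higher means less fluorescent Bim peptide bound to Bcl-W beads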
Target sequence (Q92843 whole entry, looked up): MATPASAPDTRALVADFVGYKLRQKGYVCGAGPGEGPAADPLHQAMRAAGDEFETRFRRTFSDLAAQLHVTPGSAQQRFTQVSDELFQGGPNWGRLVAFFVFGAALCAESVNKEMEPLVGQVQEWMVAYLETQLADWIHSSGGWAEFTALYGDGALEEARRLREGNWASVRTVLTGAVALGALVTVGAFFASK
Mcl1-Bid inh: Mcl-1/Bid binding inhibitors, primary screen, biochemical, TR-FRET, 1536-well; Induced myeloid leukemia cell differentiation protein Mcl-1 (Homo sapiens), Q07820; TR-FRET Mcl-1/Bid-Dy647 peptide binding; inhibition, % at 21.7 µM; 220,000 compounds, 0.97% hits; AID 1021, 2008;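 active = compounds that cut the binding signal by more than half at the single screening dose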;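 note: His-tagged Mcl-1 with europium anti-His antibody binding Bid BH3 peptide; 0% = Mcl-1 plus peptide wells and 100% = peptide-only wells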
Mcl-1 Bim block: inhibitors of Bim peptide binding to Mcl-1, primary screen, biochemical, bead-based flow cytometry, multiplex. Induced myeloid leukemia cell differentiation protein Mcl-1 (Homo sapiens), Q07820. Bim peptide-Mcl-1 binding. inhibition, % at 10 µM. 190,000 compounds, 0.1% hits. AID 1009, 2008;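 note: 0% = no compound tracer wells and 100% = peptide blocker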
Mcl1 Noxa PPI: Mcl-1/Noxa binding inhibitors, primary screen, biochemical, TR-FRET, 1536-well. TR-FRET Mcl-1/Noxa peptide binding, 2 h. inhibition, % at 21.7 µM. 220,000 compounds, 1.5% hits. AID 1022, 2008;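 active = compounds that cut the protein-peptide binding signal by more than 50% relative to plate controls in a single-dose test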;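 note: His-tagged Mcl-1 with rhodamine Noxa BH3 peptide and terbium anti-His antibody; 0% = Mcl-1 plus Noxa peptide wells and 100% = peptide-only wells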
Bim-Bfl-1: inhibitors of Bim binding to Bfl-1, primary screen, biochemical, multiplexed, bead-based flow cytometry; Bcl-2-related protein A1 (Homo sapiens), Q16548; Bim-Bfl-1 binding inhibition; inhibition, % at 10 µM; 190,000 compounds, 0.12% hits;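 note: 0% = wells without compound plus tracer and 100% = blocker peptide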
RGS7-Gao reg: RGS7-Galphao binding modulators, primary screen, biochemical, multiplexed bead flow cytometry; Guanine nucleotide-binding protein G(o) subunit alpha (Homo sapiens), P09471; actives lie on both sides; binding response (% of control), % at 10 µM; 220,000 compounds, 0.35% hits; in the data active = binding response below about 49% or above about 150%; inconclusive = no clear call, values can overlap the other calls; inactive = in between;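 note: fluorescent Galphao held in activated GDP-AlF4 state binding bead-coupled RGS7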
Target sequence (P09471 whole entry, looked up): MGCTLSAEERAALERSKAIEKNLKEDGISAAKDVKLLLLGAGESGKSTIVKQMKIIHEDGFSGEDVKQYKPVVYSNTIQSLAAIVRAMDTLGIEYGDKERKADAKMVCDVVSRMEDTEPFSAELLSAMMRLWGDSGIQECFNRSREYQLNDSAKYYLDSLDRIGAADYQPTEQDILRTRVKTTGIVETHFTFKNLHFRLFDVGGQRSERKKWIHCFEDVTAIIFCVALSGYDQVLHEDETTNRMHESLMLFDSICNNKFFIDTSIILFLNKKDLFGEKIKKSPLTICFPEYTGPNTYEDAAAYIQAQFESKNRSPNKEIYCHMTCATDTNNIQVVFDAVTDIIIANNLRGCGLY
Bim-Bcl-2: inhibitors of Bim-Bcl-2 binding, primary screen, biochemical, multiplexed, human Bcl-2 family; AID 950, 2007; inhibition, % at 10 µM; Apoptosis regulator Bcl-2 (Homo sapiens), P10415; Bead-based flow cytometry, Bim peptide-Bcl-2 binding; 190,000 compounds, 0.06% hits; in the data active = inhibition above about 40%; inconclusive = no clear call, values can overlap the other calls;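 note: 0% = no compound wells with probe peptide and 100% = reference peptide inhibitor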
RGS4-Gao reg: modulators of RGS4 binding to Galphao, primary screen, biochemical, multiplexed bead flow cytometry | Guanine nucleotide-binding protein G(o) subunit alpha (Homo sapiens), P09471 | actives lie on both sides | binding response (% of control), % at 10 µM | 220,000 compounds, 0.33% hits; in the data active = binding response below about 49% or above about 150%; inactive = in between;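 note: fluorescent Galphao activated with aluminum fluoride binding bead-coupled RGS4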
Bcl-XL Bim block: inhibitors of Bim-Bcl-XL binding, primary screen, biochemical, multiplexed, bead flow cytometry, human Bcl-XL. Bcl-2-like protein 1 (Homo sapiens), Q07817. Bim peptide-Bcl-XL binding, fluorescence. inhibition, % at 10 µM. 190,000 compounds, 0.04% hits. AID 1007, 2008
Target sequence (Q07817 whole entry, looked up): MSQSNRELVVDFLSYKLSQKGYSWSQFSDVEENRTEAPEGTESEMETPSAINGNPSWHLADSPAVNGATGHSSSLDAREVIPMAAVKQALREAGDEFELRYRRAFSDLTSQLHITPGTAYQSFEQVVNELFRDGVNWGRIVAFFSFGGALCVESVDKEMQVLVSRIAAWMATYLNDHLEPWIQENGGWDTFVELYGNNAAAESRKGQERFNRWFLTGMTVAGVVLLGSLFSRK
RGS8-Gao: RGS8-Galphao binding modulators, primary screen, biochemical, multiplexed bead flow cytometry; response (percent of control binding), % at 10 µM; 220,000 compounds, 0.34% hits; actives lie on both sides; AID 1423, 2008; Guanine nucleotide-binding protein G(o) subunit alpha (Homo sapiens), P09471; in the data active = response below about 60% or above about 140%; inactive = in between;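 note: Galphao activated as the GDP aluminium fluoride complex binding bead-coupled RGS8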
Active calls of the source: *; ? = inconclusive; . = no result given. Cut-off read from the data, not from the text of the source, unless noted: active = inhibition above about 40%. No enrichment for hits; 2.7% or so of the library scored in one or more.

Order of results – Bcl-B Bim block | Bim-Bcl-W | Mcl1-Bid inh | Mcl-1 Bim block | Mcl1 Noxa PPI | Bim-Bfl-1 | RGS7-Gao reg | Bim-Bcl-2 | RGS4-Gao reg | Bcl-XL Bim block | RGS8-Gao
COc1ccc(CN=C2NN=C(c3ccc(Cl)cc3)CS2)cc1
 : -5 | -2 | -13 | -1 | 58* | -5 | 99 | -1 | 99 | 0 | 103
C=CCn1c(SCC#N)nc2sc(CC)cc2c1=O
 : -3 | 0 | 7 | -1 | 3 | -2 | 106 | -5 | 102 | 0 | 103
Nc1ccc(Br)cc1Br
 : . | . | -51 | . | 6 | . | ? | . | 98 | . | 98
Cc1cccc(CSc2ncccc2C(=O)O)c1
 : -4 | -2 | -3 | -2 | 27 | -2 | 105 | -5 | 122 | -2 | 135
CCCCCC1CC(CC(C)C(=O)Nc2nncs2)C(=O)O1 (centres undefined)
 : -18 | -12 | -8 | -9 | 8 | -24 | 99 | -15 | 100 | -14 | 98
O=C1C2C3C=CC(C3)C2C(=O)N1CCN1CCN(S(=O)(=O)c2ccc3ccccc3c2)CC1 (centres undefined)
 : -9 | -2 | 48 | -2 | 7 | -11 | 102 | -16 | 100 | -1 | 104
CC1CCN(C(=O)Nc2cccc(NC(=O)N3CCC(C)CC3)c2)CC1
 : -10 | -2 | -8 | -3 | 10 | -13 | 93 | -10 | 90 | -10 | 95
S=c1[nH]nc(-c2ccccc2)n1Cc1ccccc1
 : -8 | -1 | -32 | -7 | 11 | -2 | 95 | -6 | 92 | 0 | 88
CC(=O)c1cccc(NC(=O)c2ccc(C(=O)Nc3cccc(C(C)=O)c3)nc2)c1
 : -11 | -4 | -81 | 1 | -37 | -4 | 98 | -2 | 98 | -2 | 99
O=C(NCc1csc(-c2cccs2)n1)c1cccc(Cl)c1
 : . | . | -8 | . | -17 | . | ? | . | 105 | . | 103
OC(CNCCCN1CCCCC1)COc1ccccc1 (centres undefined)
 : -6 | 0 | -20 | 0 | 0 | -11 | 110 | -7 | 112 | -3 | 105
O=C1CCCC2=C1C(c1ccsc1)CC(=O)N2c1ccccc1F (centres undefined)
 : -9 | -3 | -19 | 0 | -6 | -8 | 100 | -3 | 103 | -3 | 102
Cn1c(SCC(=O)c2c(N)n(C)c(=O)n(C)c2=O)nnc1-c1ccccc1
 : -8 | -5 | -11 | -5 | 15 | 0 | 107 | -3 | 103 | -6 | 106
CCOc1ccc(C(C)=O)cc1N1C(=O)C2C3C=CC(C3)C2C1=O (centres undefined)
 : -9 | -2 | -10 | 0 | 14 | -12 | 100 | -12 | 100 | -3 | 98
CCC(=O)Oc1ccc(C(=O)Nc2c[nH]c(=O)[nH]c2=O)cc1
 : -5 | -3 | -39 | -2 | -1 | 0 | 102 | -5 | 100 | -4 | 101
COc1ccc2c(c1OC)C(=O)N(c1ccc(C)cc1)C2
 : . | . | -21 | . | -29 | . | ? | . | 97 | . | 102
COc1nc(Oc2ccc(=O)n(C)n2)nc(N(C)C)n1
 : -5 | 2 | -11 | 0 | -1 | -11 | 111 | -9 | 110 | -3 | 106
Clc1cccc(CSc2ccc(-c3cccnc3)nn2)c1
 : -7 | -2 | 1 | -1 | -2 | -5 | 101 | -4 | 101 | -4 | 103
COCCCNC(=O)c1ccccc1C(F)(F)F
 : . | . | 15 | . | 0 | . | ? | . | 103 | . | 100
O=C(Nc1ccsc1C(=O)NC1CCCCC1)c1ccccc1
 : -2 | 1 | 12 | -1 | 11 | -5 | 99 | -3 | 103 | -3 | 103

At a glance, some entries already given:
Order of results – Bcl-B Bim block | Bim-Bcl-W | Mcl1-Bid inh | Mcl-1 Bim block | Mcl1 Noxa PPI | Bim-Bfl-1 | RGS7-Gao reg | Bim-Bcl-2 | RGS4-Gao reg | Bcl-XL Bim block | RGS8-Gao
COCCCNC(=O)c1ccccc1C(F)(F)F
 : . | . | 15 | . | 0 | . | ? | . | 103 | . | 100
O=C(Nc1ccsc1C(=O)NC1CCCCC1)c1ccccc1
 : -2 | 1 | 12 | -1 | 11 | -5 | 99 | -3 | 103 | -3 | 103

Going on with the list.
SMILES	Bcl-B Bim block	Bim-Bcl-W	Mcl1-Bid inh	Mcl-1 Bim block	Mcl1 Noxa PPI	Bim-Bfl-1	RGS7-Gao reg	Bim-Bcl-2	RGS4-Gao reg	Bcl-XL Bim block	RGS8-Gao
Cc1c(NC(=O)C(C)OC(=O)c2ccc([N+](=O)[O-])s2)c(=O)n(-c2ccccc2)n1C (centres undefined)	0	-6	-7	-1	-24	-2	103	-5	103	-5	113
OCCN1CCN(CCOc2ccccc2-c2ccccc2)CC1	-7	-3	16	-2	11	-2	95	-3	96	-7	85
CCOC(=O)c1c(C)nc(C)c(C(=O)OCC)c1-c1ccco1	.	.	8	.	-2	.	?	.	87	.	95
COc1ccc2[nH]c(=O)c(CN(Cc3nnnn3CCc3ccccc3)CC3CCCO3)cc2c1 (centres undefined)	0	2	-4	0	2	0	93	0	92	0	98
N=c1n(CC(=O)c2ccc([N+](=O)[O-])cc2)c2ccccc2n1Cc1ccccc1Cl	-13	-1	-6	-3	-5	-6	112	-6	112	-3	118
COc1ccc(OC)c2[nH]c(=O)c(CCNC(C)=O)cc12	-7	-1	-24	-3	-5	-7	100	-7	100	-5	104
COc1ccc(NC(=O)CCN2C(=O)/C(=C/c3ccc4c(c3)OCO4)SC2=S)cc1	.	.	-17	.	-7	.	?	.	98	.	101
O=c1cc(-c2ccccc2Cl)oc2c(Br)ccc(O)c12	5	3	2	4	28	5	99	5	95	4	88
CCN(CC)S(=O)(=O)c1csc(C(=O)NCc2ccccc2)c1	2	4	-19	3	-2	3	102	2	100	2	90
CC1(C)Cc2c(sc3nc(SCC(=O)NCc4ccccc4)n(-c4ccccc4)c(=O)c23)CS1	-5	-5	-3	-4	1	-4	100	-5	101	-2	101
CCCOC(=O)C(C)Sc1n[nH]c(=O)[nH]c1=O (centres undefined)	-4	0	-8	0	2	-8	97	-6	99	0	102
CCOC(=O)c1ccc(NS(=O)(=O)c2ccc(Cl)nc2)cc1	-2	1	0	0	40	-1	100	-2	99	1	102
C=CCn1c(SCc2cccc3ccccc23)nnc1-c1cccnc1	2	1	0	0	-4	-2	97	0	95	1	99
O=C(CN1N=C(c2ccc(Cl)cc2)CCC1=O)NCc1cccnc1	4	1	5	-2	3	-3	101	0	99	1	103
O=C(O)Cn1nc(C(F)(F)F)c2c1CCC2	0	-1	10	2	27	-1	108	0	109	-1	102
CCn1c(O)c(N=NC(=O)CNc2ccc(C)cc2)c2ccccc21	-2	0	-7	-3	20	-1	95	-6	94	-5	93
CCCn1c(SCC(=O)N2CCCCC2)nnc1C(C)C	-2	0	-21	-1	-17	-8	105	-2	106	1	105
CCOC(=O)C(C)Sc1nc(-c2ccccc2)nc2ccc(F)cc12 (centres undefined)	-6	0	-4	0	4	-9	106	-7	104	-1	102
Cc1ccc(Cn2nnnc2CN2CCC(O)(c3ccccc3F)CC2)cc1	-8	-1	6	-3	6	-17	103	-12	102	-4	104
N#Cc1ccc(/C=N/NC(=O)c2cccc(S(=O)(=O)N3CCOCC3)c2)cc1	0	0	-20	0	-4	-4	?	-1	97	1	99
CCc1nnc(NS(=O)(=O)c2ccc(NS(=O)(=O)c3ccccc3)cc2)s1	-9	1	20	-1	17	-13	95	-4	99	-12	101
COc1cccc(CNC(=O)C2CCN(S(=O)(=O)c3cnc[nH]3)CC2)c1	-2	8	-17	6	-10	-11	99	-4	100	-1	100
O=S(=O)(/C=C/c1ccccc1)NCc1ccccc1Cl	-4	0	-27	-6	-13	0	97	2	96	-6	98
CC(C)C(=O)NC(Nc1cccc2cccnc12)C(Cl)(Cl)Cl (centres undefined)	-3	1	-10	0	13	-2	103	-3	110	3	99

Complete entries, looked up by structure. Order of screens: Bcl-B Bim block, Bim-Bcl-W, Mcl1-Bid inh, Mcl-1 Bim block, Mcl1 Noxa PPI, Bim-Bfl-1, RGS7-Gao reg, Bim-Bcl-2, RGS4-Gao reg, Bcl-XL Bim block, RGS8-Gao
Cc1ccc(Cn2nnnc2CN2CCC(O)(c3ccccc3F)CC2)cc1 in the list: -8, -1, 6, -3, 6, -17, 103, -12, 102, -4, 104
CC(C)C(=O)NC(Nc1cccc2cccnc12)C(Cl)(Cl)Cl (centres undefined) in the list: -3, 1, -10, 0, 13, -2, 103, -3, 110, 3, 99
CCCn1c(SCC(=O)N2CCCCC2)nnc1C(C)C in the list: -2, 0, -21, -1, -17, -8, 105, -2, 106, 1, 105

New compounds follow
SMILES	Bcl-B Bim block	Bim-Bcl-W	Mcl1-Bid inh	Mcl-1 Bim block	Mcl1 Noxa PPI	Bim-Bfl-1	RGS7-Gao reg	Bim-Bcl-2	RGS4-Gao reg	Bcl-XL Bim block	RGS8-Gao
CC1Cc2ccccc2N1C(=O)CO/N=C/c1ccc(OC(F)F)cc1 (centres undefined)	-7	-2	-5	-5	14	-1	97	1	100	-6	105
CC(C)CC1CCCCC1OC(=O)CN1CCCCC1 (centres undefined)	-3	0	-7	0	2	-4	104	-1	98	-1	102
COc1cc(CCC(=O)OCc2nnc(-c3ccccc3)o2)cc(OC)c1OC	-1	0	-32	-3	-5	-1	103	-4	103	-1	101
COc1cc(CC(=O)Nc2ncc(C)s2)cc(OC)c1OC	-7	1	-34	1	9	-9	106	-5	103	4	103
CCCc1nnc(NC(=O)COC(=O)c2cc(C)nc3ccccc23)s1	-12	-2	-14	-8	16	-19	101	-11	100	-11	101
CCOc1ccc(CNCc2cccnc2)cc1	-1	-1	-10	-2	-1	-2	102	3	103	-5	102
O=C(CCn1nc(-c2ccc(F)cc2)ccc1=O)NCc1ccccc1	.	.	-2	.	9	.	?	.	100	.	99
COc1cc(C(=O)OCC(C)=O)ccc1OCc1c(C)noc1C	2	0	-3	2	2	-2	106	-1	105	2	103
O=C(Cn1nnc(-c2ccccc2NC(=O)c2ccco2)n1)NC1CCCCC1	2	3	34	5	-10	-4	98	2	103	-3	103
